KCNQ2 inh – KCNQ2 channel blockers in CHO-K1 cells – cell-based, FluxOR thallium flux, B-score, primary screen (AID 2156) | O88943 | 20 min; hits give low values | B-score at 10 µM | 310,000 tested, 1.1% active;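 active = fluorescence ratio B-score at most minus 3 library SDs, with starting brightness B-score within 2 library SDs, cut at about -5.5 in these data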
Kir21 inh – Kir2.1 (mouse) channel inhibition. P35561. HEK293-Kir2.1, FluxOR thallium flux fluorescence; hits give low values. B-score at 10 µM. 310,000 tested, 0.85% active;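 active = fluorescence ratio B-score at or below minus 3 SD of library scores, with starting-brightness B-score within 2 SD, cut at about -4.2 in these data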;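 also: channel flux triggered by added potassium and thallium sulfate stimulus; B-score of peak minus minimum fluorescence over baseline after thallium stimulus; more negative B-score means stronger Kir2.1 block with less thallium influx; some compounds called inactive have numbers as strong as hits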
Target sequence (P35561 whole entry, looked up): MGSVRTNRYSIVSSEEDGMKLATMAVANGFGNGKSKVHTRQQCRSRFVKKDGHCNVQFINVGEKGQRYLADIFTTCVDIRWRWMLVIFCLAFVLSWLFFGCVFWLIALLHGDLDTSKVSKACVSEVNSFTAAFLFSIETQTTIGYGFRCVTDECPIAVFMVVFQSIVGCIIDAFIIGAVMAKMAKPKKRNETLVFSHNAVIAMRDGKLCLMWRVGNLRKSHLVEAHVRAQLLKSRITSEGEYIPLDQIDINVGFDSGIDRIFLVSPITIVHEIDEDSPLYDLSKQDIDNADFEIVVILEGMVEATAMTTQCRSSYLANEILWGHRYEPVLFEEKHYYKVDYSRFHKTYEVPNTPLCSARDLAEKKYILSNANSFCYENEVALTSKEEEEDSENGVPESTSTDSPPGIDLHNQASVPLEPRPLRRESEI
CHT inh – inhibitors of human choline transporter CHT; Q9GZV3; CHT-expressing cells, membrane potential dye, choline response; hits give low values; B-score at 10 µM; 310,000 tested, 0.86% active; AID 488975;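 active = B-score over 3 SD under the library average, and starting fluorescence ratio not unusually high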;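 also: choline stimulus applied at its EC90 after an EC20 pre-addition; B-score computed on integrated fluorescence ratio after choline addition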
Target sequence (Q9GZV3 whole entry, looked up): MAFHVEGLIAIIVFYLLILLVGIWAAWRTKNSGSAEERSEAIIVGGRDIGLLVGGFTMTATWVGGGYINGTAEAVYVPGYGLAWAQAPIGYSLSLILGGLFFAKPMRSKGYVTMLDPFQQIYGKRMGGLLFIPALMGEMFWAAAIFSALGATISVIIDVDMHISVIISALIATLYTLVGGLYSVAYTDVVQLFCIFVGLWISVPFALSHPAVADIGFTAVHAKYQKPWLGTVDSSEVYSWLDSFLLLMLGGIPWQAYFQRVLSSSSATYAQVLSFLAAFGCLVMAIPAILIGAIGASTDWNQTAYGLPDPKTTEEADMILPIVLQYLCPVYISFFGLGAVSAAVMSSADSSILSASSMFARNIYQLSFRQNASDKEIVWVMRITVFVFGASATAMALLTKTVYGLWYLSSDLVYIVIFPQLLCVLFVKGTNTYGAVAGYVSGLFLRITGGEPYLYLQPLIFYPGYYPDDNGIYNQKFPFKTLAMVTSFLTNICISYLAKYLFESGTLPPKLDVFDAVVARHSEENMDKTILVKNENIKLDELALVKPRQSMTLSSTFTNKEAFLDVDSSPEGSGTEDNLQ
* hit, by the source's call; i = inactive; · = not tested or not shown.

cpd | molecule | KCNQ2 inh | Kir21 inh | CHT inh
1 | Cc1cc(F)ccc1NC(=O)C1CSC2(C)CCC(=O)N12 (stereo not given) | i | -0.01 | i
2 | COC(=O)c1[nH]c2ccccc2c1NC(=O)CN1CCCc2ccccc21 | i | -0.32 | i
3 | Nc1nnc(SCc2ccccc2F)n1-c1ccccc1 | i | 0.21 | i
4 | CC(CC(=O)c1cccs1)CC(=O)c1cccs1 | i | -0.44 | i
5 | Cc1nc(NCCc2ccc(O)cc2)c2nnn(Cc3ccccc3)c2n1 | i | -2 | i
6 | Cc1cc(=O)oc2c(C)c(OCC(=O)NCCCN3CCCC3=O)ccc12 | i | 0.59 | i
7 | CCC(CC)C(=O)Nc1nnc(S(=O)(=O)Nc2ccc(OC)cc2)s1 | i | 1.2 | i
8 | CCOC(=O)C1CCN(S(=O)(=O)c2ccc3c(c2)N(C)C(=O)CC(=O)N3C)CC1 | i | -1.5 | i
9 | COc1ccc(CCN(C)Cc2nc(-c3cnccn3)no2)cc1OC | i | -0.02 | i
10 | CCC1CCCCN1Cc1ccc(CNS(=O)(=O)c2ccc3c(c2)oc(=O)n3C)o1 (stereo not given) | i | -0.06 | i
11 | Cc1ccc(NC(=O)CCCN2C(=O)/C(=C/C=C/c3ccccc3)SC2=S)cc1 | i | 2.8 | i
12 | Cc1nc2sc(C(c3ccccc3)N3CCN(c4ccccc4F)CC3)c(O)n2n1 (stereo not given) | i | 0.33 | i
13 | Cc1cc(NS(=O)(=O)c2ccc(NC(=O)/C=C/c3ccccc3)cc2)no1 | i | -0.24 | i
14 | Cc1ccc(Cl)cc1N1CCN(C(=O)c2noc(C(C)C)c2[N+](=O)[O-])CC1 | i | 0.07 | i
15 | COc1cccc2c1O/C(=N\O)C(C(=O)Nc1cccc(Br)c1)C2 (stereo not given) | i | 1 | i
16 | O=S(=O)(c1ccc(Cl)cc1)N1CCN=C1SCc1ccc(Cl)c(Cl)c1 | i | -0.72 | i
17 | Cc1ccc(NC(=O)CCn2cnc3ccccc3c2=O)cc1Cl | i | 2.3 | i
18 | Cc1ccccc1SC1CCN(C(=O)C2CCC(=O)N(C3CC3)C2)CC1 (stereo not given) | i | -1.5 | i
19 | CC1CCN(CCCNC(=O)C2CCC(CNS(=O)(=O)c3ccccc3)CC2)CC1 (stereo not given) | i | -1.2 | i
20 | Cc1ccc(NC(=O)COC(=O)COc2cccc3c2OC(C)(C)C3)cc1C | i | -0.71 | i
21 | N/C(=N/O)c1cccn1Cc1ccccc1[N+](=O)[O-] | i | -0.69 | i
22 | CCCc1cc(C(=O)OCC(=O)N(CCC)c2c(N)n(Cc3ccccc3)c(=O)[nH]c2=O)sc1C | i | -0.21 | i
23 | COc1ccccc1C(=O)NC(=O)COC(=O)CNC(=O)c1ccccc1 | i | -1.5 | i
24 | CN(c1cccc(NC(=O)CN2C(=O)c3ccccc3S2(=O)=O)c1)S(C)(=O)=O | i | 1.3 | i
25 | Cc1nn(-c2ccccc2)c(Cl)c1C(=O)NCC(C)C | i | 0.02 | i
26 | O=C(O)c1ccccc1SSc1ccccc1C(=O)O | i | 0 | i
27 | O=C(Nc1ncccc1Cl)c1cccc(F)c1 | i | -0.04 | i
28 | C/C(=N\N=C(c1ccccc1)c1ccccc1)c1ccco1 | i | 1.8 | i
29 | COc1ccc(OC)c2[nH]c(=O)c(CCNS(=O)(=O)c3ccc(F)cc3)cc12 | i | -0.01 | i
30 | CCOc1ccccc1N1CCN(CC(O)COc2ccc3c(C)cc(=O)oc3c2)CC1 (stereo not given) | i | 0.17 | i
31 | CC(NC(=O)CN(c1ccccc1F)S(C)(=O)=O)c1ccccc1 (stereo not given) | i | 0.77 | i
32 | COc1ccc(CN(C(=O)c2ccc(C)cc2)C2CCS(=O)(=O)C2)cc1 (stereo not given) | i | -0.28 | i
33 | O=C(CO/N=C1\CCCc2nonc21)Nc1ccc(Br)cc1 | i | -0.01 | i
34 | N#Cc1c(NC(=S)NC(=O)C2CCCC2)sc2c1CCCCC2 | i | 0.99 | i
35 | CCC(CC)NC(=O)Cc1ccccc1OC | i | 0.38 | i
36 | O=C1c2cccc(OCC(=O)N3CCCc4ccccc43)c2CCN1Cc1ccc(F)cc1 | i | 0.01 | i
37 | N/C(=N\OC(=O)Cc1cccs1)c1ccc([N+](=O)[O-])cc1 | i | -0.05 | i
38 | Nc1nonc1C(=O)NCCNC(=O)c1ccccc1F | i | 1.6 | i
39 | COc1cccc2sc(NNC(=O)C3=COCCO3)nc12 | i | 0.53 | i
40 | Cc1ccc(CSC2=NCCN2C(=O)C2CC2)cc1 | i | -1.9 | i
41 | COc1ccc2cc3cc(C(=O)N4CCCCCC4)oc3nc2c1 | i | -0.03 | i
42 | Cc1nc2cc(C(=O)O)ccc2s1 | i | 1.6 | i
43 | CC(C)Cn1c(-c2cccnc2)nc2c1c(=O)[nH]c(=O)n2CC(C)C | i | -0.55 | i
44 | O=C(Nc1ccc(Cl)cn1)Nc1ccc(Cl)cn1 | i | 0.1 | i
45 | CN1C(=O)/C(=C/c2ccccc2F)Sc2ccc(C(=O)NCC3CCCO3)cc21 (stereo not given) | i | 0.89 | i
46 | Cc1cc(Nc2ccccc2)nn1C(=O)c1ccc(Cl)cc1 | i | -0.63 | i
47 | Cc1cc(C)nc(NC(=O)CCN2C(=O)c3ccccc3S2(=O)=O)n1 | i | 1.4 | i
48 | CCCn1nc(NC(=O)C(C)(C)C)c2cc3cc(OC)ccc3nc21 | i | 1.4 | i
49 | CCCNC(=O)c1ccc(S(=O)(=O)c2ccc(OC)cc2)c([N+](=O)[O-])c1 | i | 0.63 | i
50 | O=C(O)C1(P(=O)(c2ccccc2)c2ccccc2)CCC1 | i | -0.06 | i
51 | Cc1ccc(Nc2nc3ccccc3n3cnnc23)c(Cl)c1 | i | -0.79 | i
52 | CCN(CC)CCCn1c2c(c(SCC(=O)Nc3ccc(OC(F)(F)F)cc3)nc1=O)CCC2 | i | 0.79 | -12*
53 | COc1ccc(OC)c(C(C(=O)NC2CCCCC2)N(Cc2ccco2)C(=O)c2ccccn2)c1 (stereo not given) | i | -1.3 | i
54 | COc1ccc(N2C(=O)CSC2c2ccccc2[N+](=O)[O-])cc1 (stereo not given) | i | -4.8 | i
55 | Cc1cccc(C(=O)c2cn[nH]c2-c2ccc(C)cc2O)c1 | i | -1.2 | i
56 | O=C1CSC(=Nc2ccccc2)N1Cc1ccccc1 | i | 1.1 | i

Additional entries follow.
cpd | molecule | KCNQ2 inh | Kir21 inh | CHT inh
57 | O=C(Nc1ccccc1F)C1CCCC1 | i | -0.74 | i
58 | COC(=O)c1ccccc1S(=O)(=O)N1CCn2cccc2C1C (stereo not given) | i | -0.78 | i
59 | COCCn1nnnc1SCC(=O)NCc1ccc2c(c1)OCO2 | i | -1.1 | i
60 | Cc1ccc2oc(=O)c3cnn(CC(=O)NC4CCN(Cc5ccccc5)CC4)c3c2c1 | i | 0.34 | i
61 | CCCC(=O)C1C(=O)CC(CC(C)SCC)CC1=O (stereo not given) | i | 0.97 | i
62 | COc1ccc(NC(=O)CN(C)C(=O)Cc2c(C)nc3ccccc3c2C)cc1 | i | -1.3 | i
63 | O=C(COC(=O)C1CC(O)CN1S(=O)(=O)c1ccc(Cl)cc1)c1cccc(Cl)c1 (stereo not given) | i | -1.8 | i
64 | O=C(CCCc1ccccc1)Nc1ccccc1C(F)(F)F | i | 0.41 | i
65 | Cc1nn(Cc2ccc(Cl)cc2)c(C)c1NC(=O)c1cc(-c2ccco2)on1 | i | -0.61 | i
66 | O=C(Nc1ccc(Br)cc1)C1CC(c2c(F)cccc2Cl)=NO1 (stereo not given) | i | -0.14 | i
67 | CS(=O)(=NS(=O)(=O)c1ccc(Cl)cc1)c1ccccc1 (stereo not given) | i | -0.37 | i
68 | Cc1nn(-c2ccccc2)c(C)c1/C=N/NC(=O)c1ccccc1O | i | 0 | i
69 | CN(C)/C=N/c1ncc(C(=O)c2ccc(Cl)cc2Cl)s1 | i | -0.04 | i
70 | O=C(Oc1ccc2c(=O)c(Cl)coc2c1)c1ccncc1 | i | 0.19 | i
71 | CCCCOC(=O)Nc1ccccc1C(N)=O | i | -0.33 | i
72 | CCCCN(CC)CCNC(=O)c1[nH]c(C)c(C(C)=O)c1C | i | -0.11 | i
73 | Cc1nn(C)c(C(=O)N/N=C/c2ccc(C(F)(F)F)cc2)c1[N+](=O)[O-] | i | -0.13 | i
74 | Cc1ccc(-n2ccnc(SCC(=O)NCCc3ccccc3)c2=O)cc1F | i | -0.45 | i
75 | CCOc1ccc(-n2cc(C(=O)Nc3ccc(Cl)cn3)c3cc(OC)c(OC)cc3c2=O)cc1 | i | 1.6 | ·
76 | O=C(c1sc2ccccc2c1Cl)N(Cc1ccco1)C1CCS(=O)(=O)C1 (stereo not given) | i | 0.02 | i
77 | Cc1ccc(C)c(N2CCN(CCCNC(=O)CCn3c(=O)c4cccn4c4cccnc43)CC2)c1 | i | -0.04 | i
78 | Cc1cc(=O)oc(C)c1C(=O)OC(C(=O)c1ccccc1)c1ccccc1 (stereo not given) | i | -1.7 | i
79 | Cc1cc(C)nc(N2CCC(C(=O)Nc3ccc4c(c3)OCCO4)CC2)n1 | i | 1.1 | i
80 | O=C(CC1C(=O)NCCN1Cc1cccc(Oc2ccccc2)c1)NCCc1ccccn1 (stereo not given) | i | 0.02 | i
81 | Clc1ccc2c(c1)C(N1CCNCC1)Cc1ccccc1S2 (stereo not given) | -12* | -14* | i
82 | COc1ccc(OC)c(C(=O)N2CCC(C(=O)c3ccc(F)cc3)CC2)c1 | i | -0.96 | i
83 | CCOc1ccc(OCCC(=O)OCC(=O)N2CCN(c3ccc(OC)cc3)CC2)cc1 | i | 0.47 | i
84 | COCCCn1c(SCC(=O)Nc2ccccc2F)nnc1-c1ccoc1C | i | 0.57 | i
85 | CC(=N\NC(=O)c1ccc([N+](=O)[O-])cc1)/C(=N/O)C(=O)Nc1ccccc1 | -5.8* | -1.5 | i
86 | COc1cccc(NC(=O)c2cnc(SC)nc2)c1 | i | -1.8 | i
87 | Cc1ccc(CNC(=O)COc2ccc(S(=O)(=O)N3CCCC3)cc2)cc1 | i | -1.2 | i
88 | COC(=O)/C=C1/N/C(=N\c2nc(C)cc(C)n2)N(c2ccc(C)c(C)c2)C1=O | i | 1.3 | i
89 | Cc1ccc2oc(=O)c3cnn(CC(=O)N4CCc5ccccc5C4)c3c2c1 | i | 0 | i
90 | NNc1nc2c(F)cccc2s1 | i | -0.13 | i
91 | Cc1ccc(C(=O)N2CCN(c3ncnc4c3cnn4-c3ccccc3)CC2)cc1 | i | 1.1 | i
92 | NC(N)=NS(=O)(=O)c1ccc(N=C2C(=O)Nc3ccccc32)cc1 | i | -0.31 | i
93 | N#CC(C(=O)NCCc1ccccc1)c1nc2ccccc2nc1N1CCOCC1 (stereo not given) | i | 0.88 | i
94 | COc1cccc2cc(C(=O)NCCN3CCOCC3)c(=O)oc12 | i | 0 | i
95 | Cc1c(C(=O)N(Cc2ccccc2)C(C)C)cnn1-c1ccccc1 | i | -0.08 | i
96 | O=C(Nc1ccccc1)Nc1cc(OCC(F)(F)F)cc(OCC(F)(F)F)c1 | i | 0.03 | ·
97 | O=C(Nc1c(F)cc(F)cc1Br)c1cc(-c2ccc(O)cc2)on1 | i | -0.3 | i
98 | CCOc1ccc(S(=O)(=O)N/N=C(\C)Cc2ccc(OC)cc2)cc1 | i | -0.09 | i
99 | COc1cc(OC)c(OC)cc1CNC1CCCCCC1 | i | -0.06 | i
100 | COC(=O)c1sccc1NC(=O)CSc1cc(Cl)ccc1Cl | i | -0.7 | i
101 | O=C(Nc1ccccn1)c1sc2cccc(F)c2c1Cl | i | 0.84 | i
102 | CCn1c(C)nc2cc(C(=O)NNC(=O)Nc3ccc(Cl)cc3)ccc21 | i | -0.76 | i
103 | CC(C)(C)C1=Nn2c(nnc2C2CCCCC2)SC1 | i | -0.44 | i
104 | O=C(CCCCCn1c(=S)[nH]c2ccsc2c1=O)NC1CCCCC1 | i | -0.59 | i

In the list so far, 3 have a COOH group.
cpd | molecule | KCNQ2 inh | Kir21 inh | CHT inh
26 | O=C(O)c1ccccc1SSc1ccccc1C(=O)O | i | 0 | i
42 | Cc1nc2cc(C(=O)O)ccc2s1 | i | 1.6 | i
50 | O=C(O)C1(P(=O)(c2ccccc2)c2ccccc2)CCC1 | i | -0.06 | i

Other results follow:
cpd | molecule | KCNQ2 inh | Kir21 inh | CHT inh
105 | C=CCNC(=O)C1CCN(c2cc(C)nc(-c3ccccc3)n2)CC1 | i | -0.47 | i
106 | CCN(CC(=O)Nc1ccc(OC)cc1)C(=O)Cc1cccs1 | i | -0.21 | i
107 | Cc1[nH]nc2c1C(C(C)c1ccccc1)C(C#N)=C(N)O2 (stereo not given) | i | -2 | i
108 | CN=c1scc(-c2cccs2)n1/N=C/c1ccccc1O | i | 0.4 | i
109 | CN1CCN(C(=O)C2=C[C@@H](c3ccccc3)C[C@@H](OCCCCO)O2)CC1 | i | 1.1 | i
110 | CCN(C(=O)Cn1nc(C)c([N+](=O)[O-])c1C)C1CCS(=O)(=O)C1 (stereo not given) | i | -1.9 | i
111 | O=C1NC(=Nc2ccccc2)S/C1=C/c1cccs1 | i | -1.6 | i
112 | Cc1nnc(N(Cc2ccccc2)C(=O)c2cnccn2)s1 | i | 0.48 | i
113 | Cc1ccc2c(c1)nnn2C1CCN(CC(=O)N(c2ccccc2)c2ccccc2)CC1 | i | 3.3 | i
114 | Cc1ccc2cc(C)c(SCC(=O)NCc3ccco3)nc2c1 | i | -1.3 | i
115 | O=C(OCc1nc2scc(-c3ccccc3)c2c(=O)[nH]1)c1ccco1 | i | 0.89 | i
116 | CC(C)(Oc1ccc(Cl)cc1)C(=O)N1CCC(C(N)=O)CC1 | i | 0.06 | i

From PubChem
